PRMT1 FP inh: PRMT1 (human) inhibition, primary screen; recombinant PRMT1, activity-based probe fluorescence polarization; inhibition, % at 2.79 µM; 1.3% of 370,000 active; AID 652257;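 active = inhibition above about 21% made by adding two undisclosed values, limit read from the data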
UHRF1 binding: UHRF1 methyl-DNA binding inhibition. inhibition, % at 4.4 µM. UHRF1 binding to methylated oligo, TR-FRET. AID 687016. 0.75% of 370,000 active. Q96T88; in the data active = inhibition above about 21%;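 note: UHRF1 SRA domain binding a hemimethylated CpG hairpin DNA probe; 0% = median of test compound wells and 100% = reference inhibitor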
TCR CD3 inh: inhibitors of human TCR-CD3 interaction | TAMRA-labeled TCR probe fluorescence, biochemical | inhibition, % at 9.4 µM | 0.37% of 360,000 active | AID 651800; in the data active = inhibition above about 19%;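 note: recombinant mutant TCR 2C K166C tagged with TAMRA read by polarization; 0% = receptor in buffer alone and 100% = receptor with positive control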
GC-A act: GC-A (human) enzyme activation | 0.14% of 370,000 active | AID 1671463 | activation, % at 10 µM | HEK293 GC-A cells, cGMP TR-FRET, EC30 ANP; 0% at EC30 ANP, 100% saturating ANP | P16066; in the data active = activation above about 40%
Target sequence (P16066 whole entry, looked up): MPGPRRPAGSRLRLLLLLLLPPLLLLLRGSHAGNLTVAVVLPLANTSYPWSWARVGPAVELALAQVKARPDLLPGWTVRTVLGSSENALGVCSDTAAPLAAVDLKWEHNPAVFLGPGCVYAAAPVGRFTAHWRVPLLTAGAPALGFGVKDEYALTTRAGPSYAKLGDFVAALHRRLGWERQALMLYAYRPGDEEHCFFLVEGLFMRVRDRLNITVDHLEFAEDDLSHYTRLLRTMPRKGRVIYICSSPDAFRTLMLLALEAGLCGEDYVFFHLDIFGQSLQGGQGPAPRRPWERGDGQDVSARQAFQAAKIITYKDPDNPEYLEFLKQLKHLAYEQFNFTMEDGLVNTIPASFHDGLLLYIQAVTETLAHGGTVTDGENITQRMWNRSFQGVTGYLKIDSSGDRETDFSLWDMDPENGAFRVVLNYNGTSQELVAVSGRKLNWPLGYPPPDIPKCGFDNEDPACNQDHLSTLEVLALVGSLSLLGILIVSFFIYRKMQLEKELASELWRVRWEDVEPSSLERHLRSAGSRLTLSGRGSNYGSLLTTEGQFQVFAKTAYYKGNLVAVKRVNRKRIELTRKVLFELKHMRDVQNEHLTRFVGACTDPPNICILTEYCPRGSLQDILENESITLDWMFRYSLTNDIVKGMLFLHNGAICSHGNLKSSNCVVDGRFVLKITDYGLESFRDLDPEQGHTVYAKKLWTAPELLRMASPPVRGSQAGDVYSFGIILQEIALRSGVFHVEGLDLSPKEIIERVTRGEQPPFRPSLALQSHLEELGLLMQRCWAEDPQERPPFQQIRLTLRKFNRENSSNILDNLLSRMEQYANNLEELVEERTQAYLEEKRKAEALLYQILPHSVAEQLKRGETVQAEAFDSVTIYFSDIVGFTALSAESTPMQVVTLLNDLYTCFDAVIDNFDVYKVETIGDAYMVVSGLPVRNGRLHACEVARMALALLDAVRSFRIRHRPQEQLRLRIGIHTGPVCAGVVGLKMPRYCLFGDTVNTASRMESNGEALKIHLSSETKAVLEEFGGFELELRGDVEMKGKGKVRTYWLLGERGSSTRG
HTRA1 inh: blocks human HTRA1 serine peptidase. Q92743. recombinant HTRA1, FP-rhodamine activity-based probe, fluorescence polarization. inhibition, % at 5.96 µM. 0.5% of 340,000 active; in the data active = inhibition above about 36%;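 note: 0% = enzyme with DMSO and 100% = wells lacking enzyme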
MBD2 DNA inh: blocks human MBD2 binding to methylated DNA; TR-FRET, MBD2 binding to methylated oligonucleotide; 0.31% of 370,000 active; AID 686964; Q9UBB5; inhibition, % at 4.4 µM; in the data active = inhibition above about 13%
rCAG RNA binder: binds r(CAG) RNA repeats; r(CAG) RNA repeat, TO-PRO-1 dye displacement fluorescence; inhibition, % at 3 µM; 1.3% of 370,000 active;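 active = inhibition above the plate cutoff, the mean of all test compounds on that plate plus 3 SD, cut at about 35% in these data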;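 note: 0% = DMSO alone and 100% = 100 µM mitoxantrone as full dye displacement; higher means more dye released from RNA so lower well fluorescence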
NPR2 activator: GC-B (human) receptor activation | P20594 | HEK293-GC-B cells, CNP EC30, cGMP TR-FRET; 0% at EC30 CNP, 100% saturating CNP | 0.11% of 370,000 active | activation, % at 10 µM;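 active = activation at 10 µM reaching about 35% in either raw or pattern-adjusted values, limit read from the data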
ABHD4 inh: inhibits mouse alpha/beta hydrolase domain 4. purified mABHD4, FP-Rh probe fluorescence polarization. inhibition, % at 8.92 µM. 0.54% of 370,000 active. AID 720543;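 active = inhibition exceeding the mean over every tested compound plus 3 SD, cut at about 30% in these data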;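 note: 0% = plate median of compound wells and 100% = S159A mutant with DMSO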
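Assay system: mABHD4 protein; medium: HEPES pH 7.0, NaCl, Pluronic buffer; dosing: 8.92 µM, single dose; schedule: 45 min + 60 min at 25 °C; signal: FP readout, ex 525 nm / em 598 nm; read-out: normalized percent inhibition of probe labeling; repeats: single replicate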
SIAE primary: blocks human sialic acid acetylesterase. SIAE FP-Rh probe binding, fluorescence polarization. AID 1053197. 0.69% of 370,000 active. inhibition, % at 9.66 µM;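 active = inhibition above a cutoff: mean of compounds within the control limits plus 3 SD of those, cut at about 17% in these data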;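 note: 0% = plate median of compound wells and 100% = probe without SIAE protein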
Active calls of the source: *; . = not tested or not shown; & = joins results of further samples. This is a subset, so the mix of outcomes need not match the whole.

SMILES | PRMT1 FP inh | UHRF1 binding | TCR CD3 inh | GC-A act | HTRA1 inh | MBD2 DNA inh | rCAG RNA binder | NPR2 activator | ABHD4 inh | SIAE primary
COC(=O)c1sccc1NC(=O)CC1C(=O)NCCN1C(=O)Nc1cc(Cl)ccc1OC (stereo unspecified) | -2 | -2 | 2 | -14 | . | -1 | -1 | -12 | -8 | -1
Cc1ccc([C@H]2C[C@H](O)[C@@H](n3cc(C4CC4)nn3)CN2Cc2cccs2)cc1 | 6 | 4 | -2 | -20 | -53 | -1 | 3 | -19 | -21 | 0
c1ccc2c(c1)CCN(C1CCCCC1)C2 | -1 | -3 | 2 | -4 | -2 | -1 | 1 | -3 | 10 | 5
Cc1ccccc1C(=O)n1ccc2ccc(-c3ccc4ccn(Cc5ccc(C#N)cc5)c4c3)cc21 | 0 | 0 | . | -1 | . | -3 | 12 | 3 | 6 | -4
COCCn1c(SCC(=O)Nc2ccc3c(c2)OCCO3)nc2c(c1=O)SC(C)C2 (stereo unspecified) | 2 | 4 | -9 | -1 | -3 | 4 | 1 | 4 | 1 | 1
CCC(=O)N1CCC1(C)C(=O)Nc1ccc(C)c(C)c1 (stereo unspecified) | 3 | -3 | 2 | -1 | . | 0 | 1 | 1 | 0 | 5
O=C1CCCC2=C1C1(CCCC1)N=C(Nc1nc3ccccc3o1)N2 | 8&0 | 4&2 | -8&1 | 9&13 | . | 6&1 | 6&-1 | -4&-5 | -3&6 | -1&2
Cc1ccc(-c2csc3ncnc(-n4nc(C)cc4N)c23)cc1 | 0 | 1 | 10 | -3 | 4 | -4 | 2 | -2 | 3 | 1
Oc1ccc(C(=S)N2CCN(Cc3ccccc3)CC2)cc1 | 38* | 0 | 3 | 3 | -3 | -1 | 1 | 1 | -3 | 0
O=C(COC(=O)c1ccccc1Oc1ccccc1)NCc1ccco1 | -2 | 13 | 8 | 4 | -3 | 7 | 2 | 4 | -2 | 2
COc1ccc(-c2ccccc2C2Cc3nnccc3CN2C(=O)Nc2ccccc2)cc1 (stereo unspecified) | 1 | -3 | -2 | -13 | . | -2 | 9 | -11 | -13 | 3
CC1Cn2c(nnc2-c2ccc(F)cc2)S1 (stereo unspecified) | 2 | 2 | -7 | 2 | -2 | 6 | -1 | 0 | -1 | -3
CS(=O)(=O)N(CC(=O)NCc1ccncc1)c1cc(Cl)ccc1Cl | 3 | -2 | 4 | -3 | -3 | 2 | 5 | 4 | 0 | -12
COc1ccc(NC(=O)CC(c2ccco2)C(C)C)cc1 (stereo unspecified) | 2 | 2 | 4 | -1 | -1 | 2 | -2 | 5 | -10 | -2
CCOC(=O)[C@@H]1[C@H]2COc3ccc(Br)cc3[C@@H]2N2C(=O)N(c3cccc(F)c3)C(=O)[C@]12C | 1 | -1 | -5 | -2 | -33 | 2 | 3 | -4 | -24 | -1
COc1ccc(OC)c(-c2csc(NC(=O)Cc3ccccc3)n2)c1 | 6 | 2 | -9 | 3 | -60 | 0 | 2 | -4 | -1 | -4
COC(=O)c1cccc(NC(=O)c2cnoc2C)c1 | 1 | 4 | 0 | 3 | 0 | -1 | -3 | 8 | 8 | -2
Cc1cc(Br)ccc1S(=O)(=O)NCc1ccccc1 | -2 | 0 | 1 | -4 | -21 | -1 | -2 | -8 | -11 | 2
O=C(Nc1ccc(F)cc1)N1CCN(c2ccc(F)cc2)CC1 | 1 | 1 | -1 | -2 | -1 | 0 | 4 | 13 | -3 | -2
CN(c1ccc(NC(=O)CCc2cn(Cc3ccc(Br)cc3)c3ccccc23)cc1)c1ccccn1 | 2 | 2 | -9 | -5 | . | 2 | 15 | -5 | -7 | 8
CC(=O)Nc1ccc(C(=O)CSc2nnc(-c3ccc(O)cc3)n2CC2CCCO2)cc1 (stereo unspecified) | -1 | -1 | -2 | 0 | 11 | -5 | -1 | 2 | -2 | 4
O=C(O)c1ccccc1N1C(=O)c2cccc3cccc(c23)C1=O | 4 | 0 | 2 | 4 | 4 | -2 | 2 | -3 | 2 | -10
O=C(COC(=O)c1ccc(Cl)cc1O)Nc1cccnc1Cl | 2 | 6 | -6 | -4 | 0 | 5 | -6 | -5 | -2 | -3
CCCC(=O)Nc1ccc(C(=O)O)cc1NC(=O)CCC | -2 | 11 | -6 | -6 | 1 | 5 | 3 | 4 | -8 | -6
Cc1cc(C)cc(N(CCC#N)C(=O)CN2C(=O)NC3(CCCC3)C2=O)c1 | -2 | -3 | -2 | -2 | 0 | 0 | -4 | 2 | 4 | 1
CN(C)CCN1CC(C(=O)O)CC1=O (stereo unspecified) | -2 | 2 | -2 | 0 | 2 | -1 | 0 | 1 | 0 | -3
CCn1cc(C(=O)NCCC(=O)NC(C)C)c(=O)c2cc3c(cc21)OCO3 | 1 | 1 | -6 | 5 | 0 | 3 | -4 | -2 | 8 | -2
O=C(CN1C(=O)C2CCCCC2C1=O)N1CCN(c2ccccc2)CC1 (stereo unspecified) | 2 | -1 | 12 | 1 | 5 | 4 | -2 | 9 | 2 | -1
CC1Cc2cc(S(=O)(=O)N3CCC(C(=O)N4CCCCC4)CC3)ccc2N1C(=O)C1CC1 (stereo unspecified) | -3 | 0 | 12 | 2 | -2 | -3 | -4 | 3 | 1 | -6
COCCCNc1oc(/C=C/c2ccccc2)nc1C#N | 5 | -1 | -5 | 3 | 1 | 5 | -4 | -8 | 1 | 7
Cn1cccc1/C=C1\SC(=S)N(NC(=O)c2ccc(Cl)cc2)C1=O | -6 | -1 | 4 | 2 | -11 | -3 | 18 | -2 | -20 | 1
Cc1csc(NC(=O)CCC(=O)c2cccs2)n1 | 7 | 3 | -3 | 3 | -9 | 5 | 10 | 1 | 0 | 0
CC(=O)Nc1ccc(S(=O)(=O)NCCC(=O)OCC(=O)c2ccc(Br)cc2)cc1 | -2 | -1 | -1 | 1 | -1 | -1 | 5 | -11 | -7 | 0
Cc1noc(C)c1S(=O)(=O)Nc1ccc2c(c1)C(=O)N([C@@H](C)CO)C[C@@H](C)[C@@H](CN(C)CC1CCCCC1)OCCCC[C@@H](C)O2 | 1 | 0 | 3 | 1 | -5 | -1 | 1 | 10 | 0 | 1
COc1cccc(/C=C/C(=O)OCC(=O)NCCc2ccccc2)c1 | 5 | -1 | -3 | -1 | -5 | 2 | -6 | 4 | 0 | 3
Nc1c(N=Nc2cccc(Cl)c2)c(=O)[nH]n1-c1ccccc1 | 0 | -2 | -1 | 8 | 12 | 1 | 3 | -3 | 13 | 17
CC12CCC(=O)N1C(C(=O)NNC(=O)c1ccc(F)cc1)CS2 (stereo unspecified) | 1 | -3 | -1 | 0 | -2 | -1 | 2 | 4 | 5 | 4
O=S1(=O)[C@H]2CC3O[C@]2(C[C@@H]3c2ccc(F)cc2)CN1Cc1ccc(Cl)cc1 | -3 | 2 | -5 | 0 | -14 | -7 | 0 | -2 | -3 | 11
O=C(CSCc1ccc(Cl)cc1)N/N=C/c1c(Cl)cccc1Cl | -2 | 0 | -3 | -6 | -3 | -4 | 0 | -4 | 2 | -3
Cc1[nH]n(-c2ccc([N+](=O)[O-])cc2)c(=O)c1C=NCCN1CCN(C(=O)c2ccccc2)CC1 | -1 | 0 | -5 | 0 | 1 | -7 | 6 | 3 | -8 | -5
O=C(NCc1ccc(F)cc1)C1CCCN(C(=O)Nc2ccccc2)C1 (stereo unspecified) | -1 | 1 | 4 | 2 | 4 | 1 | -4 | -1 | 1 | 3
COc1cccc(C2c3c(C)nn(-c4ccc([N+](=O)[O-])cc4)c3N=C3C(=O)Nc4ccccc4N32)c1 (stereo unspecified) | -3 | 0 | 5 | -11 | -19 | 1 | 8 | 1 | -1 | 8
O=[N+]([O-])c1ccc2nc(N3CCCC3)sc2c1 | 1 | -4 | -9 | 1 | -10 | -8 | -3 | 1 | -3 | 5
COc1ccc([C@]2(C(C)C)ON(c3ccccc3C(F)(F)F)C2=O)cc1 | -2 | 1 | 8 | -3 | -10 | 1 | 1 | -1 | -13 | -9
Cc1cc2cc3c(cc2nc1SCC(=O)OC(C)C)OCO3 | -2 | -1 | -1 | -9 | 6 | 5 | 0 | -7 | -14 | 4

Of the compounds above, these contain an NH in an aromatic ring.
SMILES | PRMT1 FP inh | UHRF1 binding | TCR CD3 inh | GC-A act | HTRA1 inh | MBD2 DNA inh | rCAG RNA binder | NPR2 activator | ABHD4 inh | SIAE primary
Nc1c(N=Nc2cccc(Cl)c2)c(=O)[nH]n1-c1ccccc1 | 0 | -2 | -1 | 8 | 12 | 1 | 3 | -3 | 13 | 17
Cc1[nH]n(-c2ccc([N+](=O)[O-])cc2)c(=O)c1C=NCCN1CCN(C(=O)c2ccccc2)CC1 | -1 | 0 | -5 | 0 | 1 | -7 | 6 | 3 | -8 | -5

Next part:
SMILES | PRMT1 FP inh | UHRF1 binding | TCR CD3 inh | GC-A act | HTRA1 inh | MBD2 DNA inh | rCAG RNA binder | NPR2 activator | ABHD4 inh | SIAE primary
CNC(=O)c1c(NC(NC(=O)c2ccco2)C(=O)c2ccc(Cl)cc2)sc2c1CCCC2 (stereo unspecified) | 8 | -10 | -1 | 2 | -4 | 2 | 13 | -1 | 4 | -1
O=C(NC12CC3CC(CC(C3)C1)C2)c1ccc(N2CCNCC2)c([N+](=O)[O-])c1 | 3 | -3 | -6 | 7 | -1 | 1 | 2 | -6 | 1 | 0
CCCc1ccc2oc(C(=O)N3CCN(c4cnccn4)CC3)c(C)c2c1 | -7 | -2 | 0 | -4 | -23 | -4 | -6 | -6 | -2 | 5
O=C(Nc1ccc(S(=O)(=O)NCc2ccco2)cc1)c1cccc(F)c1 | -2 | -1 | -1 | -2 | -15 | -1 | 1 | 1 | -1 | -1
COc1ccc(/C=C(\C#N)C(=O)OCC(=O)Nc2c(C)cccc2C)cc1 | 0 | -2 | 9 | -6 | 1 | -3 | 1 | -4 | -4 | -8
C=CCC[C@H](Cc1ccc(F)cc1)C(=O)OC[C@@H](Cc1c[nH]c2ccccc12)NC(=O)[C@H](CC=C)CC(=O)N[C@H](CO)Cc1ccccc1 | 2 | 1 | 2 | -9 | -14 | 2 | 7 | -6 | -6 | -6
COc1ccc(N(CC(=O)NC(C)c2ccccc2)S(=O)(=O)c2ccc(C)cc2)cc1 (stereo unspecified) | 2 | -1 | 4 | -13 | -12 | -5 | -3 | -8 | -2 | 4
O=C(C(c1ccccc1)c1ccccc1)N1CCC(c2nc(-c3ccccc3Cl)no2)CC1 | -1 | 13 | 9 | 3 | -39 | 4 | -1 | -2 | -27 | -6
COc1ccc(/C=c2/sc3n(c2=O)C(c2ccccc2OC)C2=C(N=3)c3ccccc3CC2)cc1O (stereo unspecified) | 7 | 8 | 4 | -6 | -40 | -5 | 17 | -8 | 21 | -5
CSCCC(NS(=O)(=O)c1ccc(C)cc1)C(=O)Nc1ccc(C)cn1 (stereo unspecified) | 1 | 0 | 1 | -3 | -10 | 2 | 0 | 3 | -3 | -10
CCOc1ccc(S(=O)(=O)NCc2ccco2)cc1 | -3 | -1 | 9 | -4 | -4 | -6 | -2 | 1 | 1 | 2
O=C(O)CCCN1C(=O)C2C3C=CC(C2C1=O)C1C(=O)N(CCCC(=O)O)C(=O)C31 (stereo unspecified) | -2 | -4 | -3 | 2 | 13 | -1 | -1 | 4 | -4 | 5
CCN(CC)C(=O)CSc1nc2cc3c(cc2c(=O)n1CCCC(=O)NCc1ccc(OC)cc1)OCO3 | -4 | -2 | -1 | -2 | 5 | -3 | -1 | 1 | -2 | 7
OC[C@@H]1CN(Cc2ccc3c(c2)OCO3)C[C@H](n2cnc3c(N4CCN(c5ccccc5)CC4)ncnc32)O1 | 1 | -3 | 4 | 0 | . | 3 | 8 | 0 | -5 | -1
COC(=O)c1c(C)noc1-c1snnc1C | 5 | -1 | -8 | -1 | . | 3 | -4 | -3 | -6 | -1

Screening data: PubChem, several laboratories
